Assay outcomes from PubChem BioAssay.
tim10-1 inh: growth inhibitors of tim10-1 mutant yeast | actives 2.2% (n = 330,000) | inhibition, % at 20 µM | AID 463190 | S. cerevisiae tim10-1 ts strain growth, BacTiter-Glo, 24 h;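 active means inhibition of at least 40%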;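 further: mutant grown at 25 °C; 0% = DMSO wells with yeast and 100% = wells holding no yeast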
mIAP act: increases mouse intestinal alkaline phosphatase activity; muIAP, CDP-Star luminescence, 30 min; hits give high values; 1 = vehicle-only enzyme signal, 0 = enzyme-free wells; activation factor at 10 µM; actives 0.24% (n = 330,000); AID 2805;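 active means activation factor of at least 2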; further: the source names both 10 and 20 µM as test concentration; values of inactives mirror those of a sister screen read the other way
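Assay system: mouse IAP enzyme / Compound: DMSO-dissolved test compounds / Timing: 30 min, room temperature / Measured by: luminescence from enzymatic CDP-Star hydrolysis / Control set: DMSO-only wells, enzyme-free buffer wells as negative control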
TIM10 inh: inhibits growth of TIM10 yeast strain; S. cerevisiae TIM10 strain growth, BacTiter-Glo luminescence, 24 h; inhibition, % at 10 µM; actives 1.4% (n = 330,000); AID 463195;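 active means inhibition of 40% or more at the single tested concentration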;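 further: wild-type TIM10 isogenic control strain grown at permissive 25 °C; 0% = DMSO yeast wells and 100% = minimal medium wells without yeast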
mIAP inh: blocks mouse intestinal alkaline phosphatase; AID 2806; actives 0.2% (n = 330,000); inhibition, % at 10 µM; purified mouse IAP, CDP-Star luminescence, 30 min;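 active means inhibition of at least 40% at 10 µM in the primary screen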;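 further: plate controls were DMSO with enzyme for no effect and no enzyme wells for full effect; values of inactives mirror those of a sister screen read the other way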
ATG4B inh: ATG4B (human) cysteine protease inhibition; AID 504462; actives 0.51% (n = 340,000); inhibition, % at 8.33 µM; ATG4B cleavage of LC3-PLA2, NBD-HPC fluorescence, 1 h; Q9Y4P1; in the data active means inhibition above about 40%
hIAP act: increases human intestinal alkaline phosphatase activity; P09923; purified human IAP, CDP-Star luminescence, 30 min; hits give high values; 1 = vehicle-only enzyme, 0 = enzyme-free background; activation factor at 10 µM; actives 0.16% (n = 330,000);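 active means activation factor of the enzyme at least 2-fold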; further: the source names both 10 and 20 µM as test concentration; values of inactives mirror those of a sister screen read the other way
hIAP inh: human IAP inhibition | P09923 | purified IAP, CDP-Star luminescence, 30 min | inhibition, % at 10 µM | actives 0.12% (n = 330,000) | AID 2544;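 active means inhibition reaching a set limit with compound at 10 µM in the primary screen, cut at about 35% in these data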;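 further: plate controls were DMSO wells with enzyme for no effect and no-enzyme buffer wells for full effect; values of inactives mirror those of a sister screen read the other way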
NALP3 yeast inh: inhibitors of NALP3 inflammasome in yeast. Yeast reconstituted NLRP3/ASC/caspase-1, beta-gal luminescence, 24 h. inhibition, % at 10 µM. actives 0.39% (n = 330,000);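 active means inhibition of 50% or more; inactive means inhibition below 50%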;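 further: plate controls were induced DMSO wells for no effect and uninduced yeast grown without galactose for full effect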
Apaf-1 inh: blocks human Apaf-1 apoptosome activity. O14727. reconstituted apoptosome caspase-3 activity, DEVD-Rh110 fluorescence. inhibition, % at 20 µM. actives 0.71% (n = 330,000). AID 489030; active means inhibition of at least 40% at 20 µM;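 further: plate controls were DMSO wells for no effect and DEVD-CHO caspase inhibitor wells for full effect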
Target sequence (O14727 whole entry, looked up): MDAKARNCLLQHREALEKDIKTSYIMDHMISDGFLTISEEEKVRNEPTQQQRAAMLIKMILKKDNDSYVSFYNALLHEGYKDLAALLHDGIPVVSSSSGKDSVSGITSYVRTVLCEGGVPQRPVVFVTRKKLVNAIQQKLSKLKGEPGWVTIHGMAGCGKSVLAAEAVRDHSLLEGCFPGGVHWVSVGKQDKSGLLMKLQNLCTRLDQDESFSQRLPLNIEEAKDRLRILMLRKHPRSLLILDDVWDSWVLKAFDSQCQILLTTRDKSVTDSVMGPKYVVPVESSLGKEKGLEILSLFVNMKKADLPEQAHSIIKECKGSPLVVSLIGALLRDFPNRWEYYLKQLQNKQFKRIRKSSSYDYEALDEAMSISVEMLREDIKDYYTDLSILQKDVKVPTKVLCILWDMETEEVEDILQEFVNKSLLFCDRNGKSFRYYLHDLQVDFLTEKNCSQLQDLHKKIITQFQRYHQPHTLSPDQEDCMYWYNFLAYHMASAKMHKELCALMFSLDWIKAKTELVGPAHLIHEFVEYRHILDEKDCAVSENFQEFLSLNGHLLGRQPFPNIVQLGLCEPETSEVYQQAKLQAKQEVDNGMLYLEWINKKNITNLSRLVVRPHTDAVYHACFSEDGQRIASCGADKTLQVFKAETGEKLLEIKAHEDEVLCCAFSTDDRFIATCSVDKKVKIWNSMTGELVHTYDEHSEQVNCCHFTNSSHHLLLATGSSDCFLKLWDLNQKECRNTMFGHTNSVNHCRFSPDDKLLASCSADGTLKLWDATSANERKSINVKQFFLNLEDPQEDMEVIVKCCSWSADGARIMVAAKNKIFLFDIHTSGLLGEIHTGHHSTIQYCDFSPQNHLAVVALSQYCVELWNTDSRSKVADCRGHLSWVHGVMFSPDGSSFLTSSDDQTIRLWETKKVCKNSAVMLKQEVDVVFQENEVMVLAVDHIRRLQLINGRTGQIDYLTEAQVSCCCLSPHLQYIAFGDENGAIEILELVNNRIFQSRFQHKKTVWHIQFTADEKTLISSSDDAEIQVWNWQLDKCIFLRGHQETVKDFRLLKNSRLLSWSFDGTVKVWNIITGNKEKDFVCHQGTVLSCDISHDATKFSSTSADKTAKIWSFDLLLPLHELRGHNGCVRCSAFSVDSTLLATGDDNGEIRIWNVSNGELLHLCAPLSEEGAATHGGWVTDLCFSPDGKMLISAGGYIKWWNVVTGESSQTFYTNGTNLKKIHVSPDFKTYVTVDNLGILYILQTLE
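Material: reconstituted apoptosome with Apaf-1, cytochrome c, caspase-9, procaspase-3, dATP. Technique: Rh110 fluorescence intensity. Buffer or medium: pH 7.5 Hepes buffer with CHAPS, BSA, DTT. Times: 30 min plus 50 min, RT.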
* hit, by the source's call; . = not tested or not shown.

SMILES	tim10-1 inh	mIAP act	TIM10 inh	mIAP inh	ATG4B inh	hIAP act	hIAP inh	NALP3 yeast inh	Apaf-1 inh
COc1cc(S(=O)(=O)Nc2ccc3cn[nH]c3c2)ccc1Cl	10	0.99	23	1	8	1	-2	8	2
O=C(CSc1nc2[nH]ncc2c(=O)[nH]1)Nc1ccc(Cl)cc1	0	0.98	-4	2	-7	1.1	-12	14	-7
Cc1c(NC(=O)c2ccc(Cl)s2)c(=O)n(-c2ccccc2)n1C	23	1	6	-3	-5	1.1	-10	6	12
CCOC(=O)c1c(NC(=O)COC)sc2c1CCCC2	26	0.97	1	3	-10	0.78	22	29	18
Cc1ccc2nc(CSc3nc(C)nc4c3oc3ccccc34)[nH]c2c1	9	0.85	-7	15	-18	1.1	-12	41	20
O=C(CCCc1nc(-c2ccccc2)no1)NCc1cccnc1	10	1	8	-4	-6	0.98	2	1	-7
COc1ccc(OCCNS(=O)(=O)Cc2ccccc2)cc1	13	1.1	-2	-14	-5	1.1	-10	25	3
O=C(COC(=O)c1cc([N+](=O)[O-])ccc1NCCO)c1ccccc1	35	0.95	-10	5	5	0.86	14	5	4
Cc1noc(C)c1C(=O)Nc1nccs1	-17	1	-1	-2	-2	1.1	-8	8	-4
CC(Sc1nnc(C2CC2)n1C1CC1)C(=O)c1ccc(F)cc1 (centres undefined)	0	0.92	7	8	1	1	-4	7	3
CCOCCCN1C(=O)CN(C2CCC(C)CC2)C(=O)C1c1ccc(C)cc1 (centres undefined)	14	1.1	-7	-11	3	1.2	-16	3	-4
CC(C)OCCCNC(=O)Cn1nc(-c2ccccc2)ccc1=O	-21	1.1	-16	-13	-3	1.1	-9	-4	1
CCOCCc1nnc(NC(=O)CCc2ccccc2)s1	31	1.1	9	-7	10	1.1	-8	21	19
COc1ccc(/C=C2/C(=O)N(Cc3ccccc3)N=C2C)cc1	20	1	12	-1	2	1	-1	8	14
CCc1ccc(-c2cc(C)no2)cc1S(=O)(=O)N1CCN(c2ccc(F)cc2)CC1	7	1.1	5	-8	2	1.1	-10	14	12
CS(=O)(=O)N(CC(=O)Nc1ccc(CC#N)cc1)c1ccc(C23CC4CC(CC(C4)C2)C3)cc1	23	1.4	1	-36	-36	0.98	2	19	15
O=C(Nc1nnc(C23CC4CC(CC(C4)C2)C3)s1)c1ccc(N2C(=O)CCC2=O)cc1	-12	0.95	10	5	-7	0.88	12	18	34
COc1cccc(-c2nc(CS(=O)(=O)CC(=O)N3CCCCC3)c(C)o2)c1	-4	1.1	4	-6	-6	1	-2	-2	1
COc1cccc(OC)c1C(=O)N1CCN(c2c(Cc3ccccc3)c(C)nc3ncnn23)CC1	5	1	16	0	-1	1.1	-6	1	-10
CCOc1ccc(NC(=O)CN(c2cc(C)cc(C)c2)S(=O)(=O)c2c(C)noc2C)cc1	7	1.4	4	-35	-8	0.85	15	-3	3

Results in Apaf-1 inh, for some of the entries so far:
canonical_smiles	Apaf-1 inh
CCOc1ccc(NC(=O)CN(c2cc(C)cc(C)c2)S(=O)(=O)c2c(C)noc2C)cc1	3
COc1cc(S(=O)(=O)Nc2ccc3cn[nH]c3c2)ccc1Cl	2
O=C(COC(=O)c1cc([N+](=O)[O-])ccc1NCCO)c1ccccc1	4

(continued)
SMILES	tim10-1 inh	mIAP act	TIM10 inh	mIAP inh	ATG4B inh	hIAP act	hIAP inh	NALP3 yeast inh	Apaf-1 inh
CCOC(=O)c1cnc2ccccc2c1Nc1cc(C(=O)O)ccc1C	19	0.99	12	1	-5	1	-4	6	6
CC(C)Cn1c(N)c(C(=O)COC(=O)C2Cc3ccccc3CN2S(C)(=O)=O)c(=O)n(C)c1=O (centres undefined)	3	1.1	4	-12	-7	1	-2	5	-2
O=c1ccnc(SCn2nnc3ccccc3c2=O)[nH]1	11	0.99	-1	1	-5	0.83	17	2	-10
COC(=O)/C=C1/S/C(=N/NC(=O)c2ccccc2OC)NC1=O	13	0.98	-5	2	-12	1.5	-50	18	-12
CN(c1ccccc1)c1nc(N)c([N+](=O)[O-])c(N2CCCCC2)n1	19	0.9	27	10	6	0.86	14	21	1
CN1CCN(C(=S)Nc2ccc(Cl)c(Cl)c2)CC1	4	1.1	-10	-15	1	1	-5	-18	0
COc1ccc(Cl)cc1NC(=O)c1sc2nc(C)nc(N3CCOCC3)c2c1C	29	0.95	-19	5	6	0.72	28	17	1
COC(=O)C(NC(=O)C(C)Oc1ccccc1)C(C)C (centres undefined)	7	0.94	-4	6	-9	0.92	8	-1	-22
COc1ccc(C2CC(=O)c3sc(NC(C)=O)nc3C2)cc1 (centres undefined)	9	1	12	-3	-8	1	-3	23	2
COc1ccc(NC(=O)/C=C/c2cc(Br)ccc2OC)cc1	6	0.91	11	10	-13	0.94	6	24	16
CN(C(=O)CN1C(=O)c2cc(Cl)c(Cl)cc2C1=O)C1CCS(=O)(=O)C1 (centres undefined)	2	0.99	-4	1	3	0.85	15	17	-7
O=C(Cn1c(=O)n(Cc2ccco2)c(=O)c2ccccc21)NCC1CCCO1 (centres undefined)	-2	1	-7	-3	6	1.3	-27	13	2
O=C(COC(=O)/C=C/c1ccc([N+](=O)[O-])cc1)NCC1CCCCC1	6	0.94	-1	6	2	0.94	6	4	-13
CCOC(=O)N1CCC(NC(=O)c2ccccc2C(=O)O)CC1	12	1	13	-2	-5	1	-2	-2	-30
COc1ccc(CCn2ccc(O)c(Cc3c(F)cccc3Cl)c2=O)cc1OC	4	0.98	8	2	-2	0.93	7	16	-4
COc1cccc(NC(=O)CCc2nnc3ccc(N4CCC(C)CC4)nn23)c1	4	1	12	-2	1	0.97	3	-12	-8
CCOC(=O)c1[nH]c2ccc(OC)cc2c1NC(=O)c1cccc(OC)c1	30	0.9	25	10	-3	1.2	-18	31	-7
CN(CC1CCCO1)S(=O)(=O)c1ccc(C(=O)Nc2ccc(S(N)(=O)=O)cc2)cc1 (centres undefined)	0	0.91	19	9	-6	1	-1	3	7
CCn1c2ccccc2c2cc(NC(=O)C/C(C)=N/NC(=O)c3ccccc3N)ccc21	21	1	-5	-4	-12	1	0	18	12
O=C(NCc1ccco1)C(=O)NCc1ccccc1Cl	2	1	-2	0	2	0.81	19	20	-2
CCOC(=O)CSc1nc2c(sc(=S)n2Cc2ccco2)c(=O)n1-c1ccccc1	31	0.9	35	10	0	0.95	5	19	-7
O=C(COC(=O)c1cccc(Cl)c1Cl)NC1CCCC1	-10	1	-17	-2	4	1	-4	22	13
CCOc1ccc(NC(=O)c2ccc(Cl)c(NC(=O)c3ccco3)c2)cc1	-24	0.96	2	4	-4	0.98	2	13	-10
O=C(CSc1ccc(F)cc1)N1CCOCC1	11	0.99	8	1	-3	0.92	8	-11	1
CCOC(=O)c1[nH]c2ccccc2c1NC(=S)Nc1cccc(C)c1C	17	0.97	12	3	-5	0.92	8	1	3
O=C(/C=C/Nc1cccc(C(F)(F)F)c1)c1ccco1	23	0.95	17	5	9	0.87	13	0	1
Cc1cccc(C(=O)OCC(=O)Nc2ccc3c(c2)OCCO3)c1O	-28	0.97	-1	3	-11	1	-1	15	-7
CCOc1ccccc1NC(=O)c1ccoc1C	5	0.96	-1	4	3	0.92	8	14	-4
CCCCN(CC)S(=O)(=O)c1ccccc1	2	0.93	2	7	0	0.94	6	-17	1
CCn1nc(C(=O)Nc2cccc3ccccc23)c(Cl)c1Cl	28	0.91	29	9	1	0.91	9	24	17
CC(C)c1ccc(NC(=O)/C(C#N)=C/c2ccncc2)cc1	54*	0.95	27	5	-5	1.1	-14	5	5
Cc1ccc(Nc2nc(-c3c(C)nc4ncccn34)cs2)cc1	24	0.94	4	6	-13	0.84	16	13	1
O=C(CN1CCCCCC1)Nc1ccc(Br)cc1[N+](=O)[O-]	12	0.9	-9	10	2	1	-4	7	13
CSc1ccccc1NC(=O)COC(=O)CCC(=O)c1ccc(F)cc1	-10	1.1	-5	-6	-6	1.1	-8	6	16
COc1ccc(N(C(C)C(=O)Nc2ccc(S(=O)(=O)N3CCCCC3)cc2)S(C)(=O)=O)cc1 (centres undefined)	14	1.2	-7	-18	-6	1	0	10	17
O=C(O)/C=C/c1ccc(S(=O)(=O)N(CCO)CCO)cc1	-1	0.97	1	2	1	1.1	-7	17	-4
CCN(CC)C(=O)CSc1nnc(COc2cccc(C)c2)n1C	14	1	-5	-4	.	1	0	10	0
CC(C)(C)OC(=O)N1CCN(C(=O)c2[nH]cnc2C(=O)Nc2cccc(Cl)c2)CC1	-1	0.99	3	1	-8	1.3	-33	21	15
COc1ccccc1CNS(=O)(=O)c1ccc(Br)s1	18	1	-7	-2	-1	0.98	2	-6	15
CC(C)(/C=N/O)/[N+]([O-])=C/c1ccco1	-18	1.1	-7	-11	-7	1.3	-35	13	1

No new results follow: entries from further up.
SMILES	tim10-1 inh	mIAP act	TIM10 inh	mIAP inh	ATG4B inh	hIAP act	hIAP inh	NALP3 yeast inh	Apaf-1 inh
CCOC(=O)CSc1nc2c(sc(=S)n2Cc2ccco2)c(=O)n1-c1ccccc1	31	0.9	35	10	0	0.95	5	19	-7
O=C(COC(=O)c1cccc(Cl)c1Cl)NC1CCCC1	-10	1	-17	-2	4	1	-4	22	13
CCOc1ccc(NC(=O)c2ccc(Cl)c(NC(=O)c3ccco3)c2)cc1	-24	0.96	2	4	-4	0.98	2	13	-10

New compounds follow:
SMILES	tim10-1 inh	mIAP act	TIM10 inh	mIAP inh	ATG4B inh	hIAP act	hIAP inh	NALP3 yeast inh	Apaf-1 inh
CCOC(=O)C1=C(C)N=C2SC(C(=O)OC)=CC(=O)N2C1c1ccc(F)cc1 (centres undefined)	75*	1	77*	-4	1	1.1	-6	34	11
CCCC(=O)Nc1ccc(NC(=O)c2ccco2)cn1	0	0.92	11	8	-7	1.1	-6	7	2
O=C(c1ccc(Br)cc1)c1cn[nH]c1-c1ccccc1O	23	0.88	13	12	-4	1.8	-81	18	12
Cc1cccc2[nH]c3c(N4CC=C(c5ccc(F)cc5)CC4)ncnc3c12	5	1.2	30	-16	19	0.96	4	6	4
CCC1CCCCN1C(=O)c1ccc(OC2CCN(Cc3ccccn3)CC2)cc1 (centres undefined)	3	0.94	-4	6	-9	1.1	-8	18	-8
N/C(=N/O)c1nc(N2CCCC2)nc(N(c2ccccc2)c2ccccc2)n1	33	0.99	53*	1	-5	1.1	-11	-15	31
CCCCN(C)CCNC(=O)CN1C(=O)CSc2ccc(S(=O)(=O)N3CCCC3)cc21	11	1	-5	-3	-2	1.4	-41	-6	-3
Cc1ccc(C(O)CCc2ccc(N)cc2)cc1 (centres undefined)	15	1	2	-3	7	0.79	21	24	12
O=C(COC(=O)Cc1c[nH]c2ccccc12)Nc1cc(S(=O)(=O)N2CCOCC2)ccc1Cl	1	1.2	3	-17	-14	1	0	16	5
CC(=O)c1ccc(NC2CC(O)C(O)CO2)cc1 (centres undefined)	1	0.95	3	5	-8	0.99	1	-1	-3
O=C(Cn1ncn2c(cc3sccc32)c1=O)NC1CCCC1	-5	0.91	3	9	-8	0.92	8	-3	-18
Cc1ccc(-c2noc(CSc3nnc(-c4ccccc4)n3C)n2)cc1	28	1	-2	-4	16	0.86	14	19	-9
COC(=O)c1sc(NC(=O)COc2ccccc2OC)nc1C	23	1.1	16	-7	3	1	-1	15	6
COc1ccc(NC(=S)Nc2cccnc2)c(OC)c1	-4	0.97	-3	2	-10	1.1	-8	21	-11
COc1ccc(CNC(=O)C2CCN(c3nn4c(=O)cc(C)nc4s3)CC2)cc1	-2	0.95	3	5	-6	0.87	13	12	8
